Screening data deposited in PubChem by National Center for Advancing Translational Sciences (NCATS).
aSyn yeast rescue – alpha-synuclein toxicity suppression in yeast. S. cerevisiae alpha-synuclein toxicity rescue, BacTiter-Glo growth, 24 h. hit rate 0.02% among 94,000. Potency, µM (titrated, usually from 46.1 µM), for inactives: at the top dose growth rescue (activation), most hits filed as activators; active means well fitted activation curve with a large enough effect; inconclusive means small, poorly fitted or top-dose-only effect; further: 0% is about no effect
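Growth restoration measured by BacTiter-Glo luminescence after 24 hr at 30 deg C; alpha-synuclein yeast, raffinose-pregrown to mid-log, were added at OD600=0.02 in galactose medium onto pinned compounds.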
An asterisk follows results filed as active; ? = inconclusive; & = joins results of further samples; [ ] = dose if it differs, or a comment. Potency means the concentration at half of the fitted maximal effect. An excerpt, so the mix of outcomes need not match the whole.

SMILES	aSyn yeast rescue
Cc1ccc(NC(=O)c2sccc2C)cc1[N+](=O)[O-]	5%
CCCCNC(=O)C1CC(=O)N(CCc2ccccc2)C1 (configuration not stated)	4%
COc1ccc(/C=N/NC(=O)c2ccn[nH]2)cc1Cn1cc([N+](=O)[O-])cn1	3%
O=C(Nc1ccccc1)Nc1c(F)cccc1F	6%
CCOC(=O)N1CCN(C(=O)c2ccc3c(c2)N(Cc2cccc(Cl)c2)C(=O)c2ccccc2S3=O)CC1 (configuration not stated)	2%
COc1ccc(N(CC(=O)N2CCCCCC2)S(=O)(=O)c2ccccc2[N+](=O)[O-])c(OC)c1	3%
COc1cc2c(cc1OC)C(CC(=O)O)N(C(=O)Nc1cc(OC)c(OC)c(OC)c1)CC2 (configuration not stated)	-7%
FC(F)(F)c1cccc(-c2nn[nH]n2)c1	2%
Cc1ccc(S(=O)(=O)N(C)CC(=O)N(C)CCOc2ccccc2)cc1	5%
CCN(CC)S(=O)(=O)c1ccc(C(=O)OCCN2C(=O)c3cccc4c(N5CCOCC5)ccc(c34)C2=O)cc1	-2%
COC(=O)c1cccc(N(CC(=O)NC2CCCC2)C(=O)CCC(=O)Nc2cc(C)on2)c1	6%
O=C(CNC(=O)c1ccc(=O)[nH]c1)Nc1ccc(F)c(F)c1	0%
Cc1cccc(Nc2nc3ccccc3n3c(N)nnc23)c1	1%
O=C(Cc1ccccc1)Nc1cccc(-c2cn3cccnc3n2)c1	-8%
COc1ccc(N(CC(=O)Nc2cc(C)ccc2C)S(=O)(=O)c2ccc(OC)c(OC)c2)cc1	-8%
CCOC(=O)/C(C#N)=C/c1ccc(-c2ccc(C)cc2)o1	-7%
O=C(NCC(c1ccco1)N1CCN(c2ccc(F)cc2)CC1)c1ccc2c(c1)OCO2 (configuration not stated)	7%
CCn1c(C)nc2cc(C(=O)NNC(=O)Nc3cccc(Cl)c3)ccc21	1%
C[C@H](CO)N1C[C@H](C)[C@H](CN(C)C(=O)Nc2ccc3c(c2)OCCO3)OCc2cnnn2CCCC1=O	-4%
CCCn1c2ccccc2c2cnn(CC(=O)N3CCC(C)CC3)c(=O)c21	5%
CCOC(=O)C1=C(C)Nc2nc(=S)[nH]n2C1c1ccc(Cl)cc1 (configuration not stated)	?
CCCN(C(=O)COC(=O)CCOc1ccc(C)cc1)c1c(N)n(Cc2ccccc2)c(=O)[nH]c1=O	2%
COC(=O)c1ccc(NS(=O)(=O)c2c(C)nc3sccn3c2=O)cc1	?
CS(=O)(=O)N1CCC(C(=O)Nc2ccc(Cl)cc2Cl)CC1	-5%
CC(C)(Oc1ccc(Cl)cc1)C(=O)Nc1nnc2n1CCS2	-11%
SMILES	aSyn yeast rescue
CCC(CC)C(=O)Nc1cccc(-c2cn3cccnc3n2)c1	-16%
CCOc1ccccc1NC(=O)c1c(NC(=O)c2ccccc2C)sc2c1CCC(C)C2 (configuration not stated)	-6%
Cc1ccc(Nc2ncnc3onc(C)c23)cc1Cl	0%
COC(=O)c1sc(-c2ccccc2)cc1NC(=O)c1cccc(Cl)c1	-3%
Cc1c(Cl)cccc1NC(=O)NCCOCCn1c(=O)oc2ccccc21	-3%
O=C(NC1(C(F)(F)F)C(=O)Nc2c1c(=O)[nH]c(=O)n2-c1ccccc1)c1ccccc1Cl (configuration not stated)	1%
CCOC(=O)c1sc2ccccc2c1S(=O)(=O)N1CCN(c2cccc(OC)c2)CC1	7%
CCCSCCCNC(=O)c1ccc(C)c(NC(=O)c2nsc3ccccc23)c1	-3%
CC(C)OCCCn1c(SCC(=O)N2CCc3ccccc32)nc2ccccc2c1=O	17%
Cc1cc(S(=O)(=O)Nc2ccc3[nH]c(=O)sc3c2)ccc1F	-6%
O=C(/C=C\Nc1ccc(S(=O)(=O)Nc2ncccn2)cc1)c1ccccc1	-11%
CCN(CC)CCNC(=O)CN1C(=O)c2cccnc2Oc2ccc(C)cc21	-11%
Cc1cccc(OCC(=O)N2CCN(S(C)(=O)=O)CC2)c1	3%
O=C(O)c1cnn(-c2ccccc2)c1-n1cccc1	0%
COCCCNC(=O)C1CCC(CNS(=O)(=O)c2ccc(OC)cc2)CC1 (configuration not stated)	-6%
Cc1ccc(NC(=O)/C(=C/c2ccc([N+](=O)[O-])cc2)NC(=O)c2ccccc2)cc1	-1%
CCCCCn1c(=O)[nH]c2cc(C(=O)NCCCN(C)Cc3ccccc3)ccc2c1=O	-2%
CN(C)c1ccc(CNC(=O)CN2C(=O)c3cccnc3Oc3ccc(Cl)cc32)cc1	3%
Cc1cc(OCC(=O)Nc2cc(-c3nc4ccccc4[nH]3)ccc2C)ccc1Cl	-49%[inhibitor]
CCOc1ccc2nc(N3CCCC(C(=O)NCCc4ccc(OCC)c(OCC)c4)C3)sc2c1 (configuration not stated)	-6%
Cc1ccc2[nH]cc(CCNC(=O)c3ccco3)c2c1	7%
CCOC(=O)c1c(C)oc2ncnc(N3CCN(c4ccc(C)cc4C)CC3)c12	-8%
CC(=O)Nc1ccc(S(=O)(=O)NCc2nc(-c3ccccc3Cl)no2)cc1	9%
CCc1cccc(NC(=O)C(NS(=O)(=O)c2ccc3nc(C)sc3c2)C(C)C)c1 (configuration not stated)	5%
CCn1nnnc1SCC(=O)N1CCCCC1	-17%

Some of these compounds in order of heavy-atom count, falling:
SMILES	aSyn yeast rescue
CCOc1ccccc1NC(=O)c1c(NC(=O)c2ccccc2C)sc2c1CCC(C)C2 (configuration not stated)	-6%
Cc1ccc(NC(=O)/C(=C/c2ccc([N+](=O)[O-])cc2)NC(=O)c2ccccc2)cc1	-1%
COC(=O)c1sc(-c2ccccc2)cc1NC(=O)c1cccc(Cl)c1	-3%
CCC(CC)C(=O)Nc1cccc(-c2cn3cccnc3n2)c1	-16%
Cc1cc(S(=O)(=O)Nc2ccc3[nH]c(=O)sc3c2)ccc1F	-6%

Next part:
SMILES	aSyn yeast rescue
CC(C)Oc1ccc(S(=O)(=O)N2CCOCC2)cc1NC(=O)C1CSC2(C)CCC(=O)N12 (configuration not stated)	1%
CCCn1nnnc1NC(=O)c1cc(Cl)ccc1Cl	?
Cc1c(Cl)cccc1NC(=O)c1cc(-c2ccco2)on1	-2%
Cc1cc(C)c(NC(=O)CSc2n[nH]c(-c3ccccc3Cl)n2)c(C)c1	0%
CCN(Cc1ccccc1)C(=O)c1cn(-c2cccc(OC)c2)c(=O)c2ccccc12	0%
CS(=O)(=O)c1ccc2c(c1)sc1nc(=O)c(/C=C3/C=CC(=O)C(O)=C3)c(N)n12	-5%
Cc1cccc(NC(=O)c2nc(S(C)(=O)=O)ncc2Cl)c1	-4%
COc1ccccc1CCNC(=O)CCCn1c(=O)c2cccn2c2cccnc21	-2%
CCOc1ccc(Nc2c(S(=O)(=O)c3ccc(Cl)cc3)cnc3ccc(OC)cc23)cc1	-1%
C/C(=N\NC(=O)CSc1nc(C)[nH]c1[N+](=O)[O-])c1ccc(F)cc1	4%
O=C1c2ccccc2-c2onc3c(Br)cc(NC4CCCCC4)c1c23	-2%
O=[N+]([O-])c1ccc(N/N=C/c2ccc(O)c(O)c2O)c(S(=O)(=O)N2CCOCC2)c1	-8%
COc1cc(NC(=O)c2cccc3c2C(=O)N(C2CCCCC2)C3)cc(OC)c1	-6%
CCOc1ccc(NS(=O)(=O)c2ccc3[nH]cc(C(=O)NCc4ccco4)c(=O)c3c2)cc1	3%
CC(=O)Nc1ccc(Nc2c([N+](=O)[O-])cc(S(C)(=O)=O)cc2[N+](=O)[O-])cc1	-7%
Cc1c(Cl)cccc1NC(=O)C(=O)NCCc1csc(-c2ccc(C(F)(F)F)cc2)n1	5%
O=C(NCc1ccccc1)c1ccccc1-c1nc2ccccc2[nH]1	11%
Cc1ccc(C)c(NC(=O)CN2CCSc3ccc(S(=O)(=O)N4CCCC4)cc32)c1	-6%
O=C(Cn1cc(SCc2ccccc2Cl)c2ccccc21)N1CCCCCC1	7%
COC(=O)c1cccc(Nc2c(-c3ccc(O)cc3)nc3nc[nH]n23)c1	-9%
CCOC(=O)C1CCCN(c2cc(C)nc3c(-c4ccccc4OC)c(C)nn23)C1 (configuration not stated)	-4%
Cc1ccc(C)c(NC(=O)CCNS(=O)(=O)c2ccc3c(c2)CCCC(=O)N3)c1	-9%
COc1ccc(C(=O)N/N=C/c2sc3ccccc3c2O)cc1	?
CC(C)CN(C(=O)COC(=O)C12CC3CC(CC(Cl)(C3)C1)C2)c1c(N)n(Cc2ccccc2)c(=O)[nH]c1=O	1%
CCN1CCN(C(=O)c2cc(COc3ccc(F)c(F)c3)on2)[C@@H](C)C1=O	1%
SMILES	aSyn yeast rescue
COc1ccc(CCNC(=O)CSCc2nc(-c3ccc(OC)c(OC)c3)oc2C)cc1OC	-1%
COc1ccc(S(=O)(=O)N2CCCC2CNC(=O)C(=O)NCc2ccc3c(c2)OCO3)cc1 (configuration not stated)	-3%
CCCc1nc2ccccc2n1CC(O)COc1ccc(C(=O)OC)cc1 (configuration not stated)	-5%
O=C(Nc1ccccc1Cl)C1CCN(c2nc3ccccc3nc2C(F)(F)F)CC1	1%
CCOC(=O)Cn1c(=O)n(CC2CCCO2)c2nc(-c3ccc(CC)cc3)nc(C(N)=O)c21 (configuration not stated)	-4%
CCOc1ccc(-c2oc3ccccc3c(=O)c2O)cc1OCC	-16%
CC1CCCCC1NC(=O)CO/N=C/c1ccc(OC(F)F)cc1 (configuration not stated)	-16%
CN(C)c1ccc(CNC(=O)Cn2c(-c3cccs3)cc3cc(Cl)ccc32)cc1	-4%
O=C(N/N=C/c1ccccn1)c1ccc(NC(=O)c2cccc([N+](=O)[O-])c2)cc1	2%
COC(=O)CSc1nc(SC)nc2c1sc1nc(-c3ccco3)c3c(c12)CC(C)(C)OC3	-1%
O=C(/C=C\c1ccc2c(c1)OCO2)NC1CC(=O)N(c2ccc(F)cc2)C1 (configuration not stated)	-7%
Cc1sc2ncnc(SCC(=O)NC3CCS(=O)(=O)C3)c2c1C (configuration not stated)	-6%
COc1cc(C(=O)N2CC(=O)Nc3ccccc32)cc(OC)c1OC	2%
COc1ccccc1S(=O)(=O)Cc1ccc(C(=O)NCc2ccc3c(c2)OCO3)o1	-7%
Cc1ccc2oc(-c3cccc(N)c3)nc2c1	-3%
COc1ccc(S(=O)(=O)NCCc2csc3nc(-c4ccccc4)nn23)cc1OC	5%
Cc1cc2c(nn1)CCc1c-2no[n+]1[O-]	-3%
O=C(Cn1c(=O)n(CCc2ccccc2)c(=O)c2c3c(sc21)CCCC3)Nc1ccc(F)c(F)c1	1%
Cc1oc2ccc(O)c(CN3CCCCC3)c2c1C(=O)Nc1cccc(C(F)(F)F)c1	2%
CC(Sc1nnc(C2CC2)n1-c1ccccc1)C(=O)N1CCCC1 (configuration not stated)	-10%
CCOc1ccc(NC(=O)Cc2coc3ccc(C)cc23)cc1	-10%
CC(C)c1ccc(C2CC(=O)N3CN(C)CSC3=C2C#N)cc1 (configuration not stated)	1%
O=C(CCn1ccc2cc(S(=O)(=O)N3CCCC3)ccc21)NCc1ccccc1Cl	-3%
Cc1cccc(-c2nc(CCNC(=O)COc3ccccc3)cs2)c1	26%
Cc1cccc(CSc2nc(=O)c3c(n2C)NC(=O)CC3c2cc(F)cc(F)c2)c1 (configuration not stated)	-2%

Exported as comma-separated lines: 5 of the compounds above
Structure,aSyn yeast rescue
CC(C)Oc1ccc(S(=O)(=O)N2CCOCC2)cc1NC(=O)C1CSC2(C)CCC(=O)N12 (configuration not stated),1%
CCCn1nnnc1NC(=O)c1cc(Cl)ccc1Cl,?
Cc1c(Cl)cccc1NC(=O)c1cc(-c2ccco2)on1,-2%
Cc1cc(C)c(NC(=O)CSc2n[nH]c(-c3ccccc3Cl)n2)c(C)c1,0%
CCN(Cc1ccccc1)C(=O)c1cn(-c2cccc(OC)c2)c(=O)c2ccccc12,0%

New compounds follow:
SMILES	aSyn yeast rescue
Cc1ccc2oc(-c3ccc(Cl)c(NC(=O)Cc4ccccc4)c3)nc2c1	3%
Cc1cccc(/C=C/c2onc(C)c2S(=O)(=O)N2CCC(C(=O)N3CCC(C)CC3)CC2)c1	-7%
CCc1cccc(NC(=O)C2CCCN(S(=O)(=O)c3cccs3)C2)c1 (configuration not stated)	1%&0%
O=C1NC(Cc2ccccc2)c2nc3ccccc3c(=O)n2-c2ncccc21 (configuration not stated)	6%
O=C(Nc1ccc(Br)cc1F)N1CCC(CN2CCc3ccccc3C2)CC1	8%
CC(C)N(Cc1ccccc1)C(=O)Cn1ncc2c([nH]c3ccccc32)c1=O	14%
COc1ccc2c(c1)CCC1=C2NC(=S)NC1c1ccc(N(C)C)cc1 (configuration not stated)	2%
CCS(=O)(=O)N1CC(=O)N(c2ccc(C)c(C)c2)C(C)(C(=O)NC2CCCCC2)C1 (configuration not stated)	-2%
CCc1nnc(NC(=O)CCN2C(=O)/C(=C/c3cc(OC)c(OC)c(OC)c3)SC2=S)s1	2%
O=C(c1ccccc1)c1cnc2ccc(Cl)cc2c1N1CCOCC1	-2%
Cn1c(C(=O)N2CCC(C(=O)NCCc3ccccc3)CC2)cc2sccc21	6%
COc1ccc(Br)cc1C(=O)Nc1ccc2oc(-c3cccnc3)nc2c1	-3%
Cc1cc(C(=O)Nc2ccc3c(c2)CCC3)ccc1[N+](=O)[O-]	-9%
CC1CCCN(C(=O)c2cc3c(=O)n4ccccc4nc3s2)C1 (configuration not stated)	3%
CCn1c(C(=O)N2CCC(C(=O)N3CCN(c4ccccn4)CC3)CC2)cc2sccc21	-3%
Cc1c(CC(=O)NCCc2ccc(Cl)cc2)c(=O)oc2c(C)c3occ(C(C)(C)C)c3cc12	3%
COc1cccc(/C=C/c2ccc3ccccc3n2)c1OC(C)=O	-2%
Cc1nnc(SCC(=O)N(C2CCCCC2)C2CCS(=O)(=O)C2)n1N (configuration not stated)	1%
